Screening data from PubChem BioAssay.
S3 lipid droplet – qHTS Assay for Lipid Storage Modulators in Drosophila S3 Cells; Drosophila S3 cells, BODIPY lipid droplet fluorescence, 18-24 h; cells fed with added oleic acid; lipid storage change, negative = inhibition, % at the top dose, mostly 46.1 µM; hits show Potency in µM; hit rate 0.64% among 320,000; active = well fitted inhibition curve with a large enough effect in the signal ratio, with a control signal flat, not every such curve was filed as active; inconclusive = small, poorly fitted or top-dose-only effect, or effect the other way, or a change in a side signal; the % refers to the signal ratio
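Drosophila S3 cells got compounds at several concentrations plus oleic acid (400 uM solution). Laser-scanning cytometry with 488 nm excitation read lipid droplets at 500-530 nm and cells at 575-640 nm. Percent activity was relative to 20 uM Triacsin C.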
S3 lipid droplet cell count max – second read-out of S3 lipid droplet, no call of its own (marks repeat the call); cell number change, %; measured here: cell count max response;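 cells counted by Cell Tracker Red CMTPX staining in the red channel; peak over a dose series mostly up to 46.1 µM; percent activity relative to internal control wells on each plate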
* = called active by the depositor; i = inactive; ? = inconclusive; . = not tested or not shown; [ ] = dose if it differs, or a comment. % is set by controls: 0 for no effect and ±100 for the full control effect; potency is the fitted concentration of half-maximal effect.

structure,S3 lipid droplet,S3 lipid droplet cell count max
CCN(C(=O)c1cc(S(=O)(=O)N2CCCC2)ccc1C)C1CCS(=O)(=O)C1 (centres undefined),?,.
CCn1c(=O)c2sccc2n(Cc2cc(C(=O)OC)ccc2OC)c1=O,?,.
CCN(CC)c1ccc(/C=N/NC(=O)CN2CCCc3ccccc32)cc1,18.0%,2.6
COc1ccccc1NC(=O)CN(C)S(=O)(=O)c1ccc(F)cc1,-16.8%,23.4
O=C(CSc1nnc(-c2ccc(Cl)cc2)o1)NNC(=O)c1ccncc1,7.8%,-1.0
CC1CCN(C(=O)CCc2nnc(-c3ccccc3)o2)CC1,?,.
O=C(/C=C/c1cc([N+](=O)[O-])ccc1OC(F)F)Nc1cccc2ccccc12,0.3%,8.3
CCC(C)(C(=O)NC1CCCC1)N(C(=O)CC1NC(=O)NC1=O)c1c(C)n(C)n(-c2ccccc2)c1=O (centres undefined),-4.1%,13.3
CCOc1ccc(N2CC(C(=O)NCC(=O)Nc3ccc(F)c(F)c3F)CC2=O)cc1 (centres undefined),7.1%,-15.0
COc1cc(/C=N/NC(=O)c2ccc(F)cc2)ccc1OC(=O)c1ccco1,?,.
COc1ccccc1C(=O)N(Cc1ccccc1)c1ccc(C)cc1,?,.
Cn1cccc1Cc1nnc(SCC(=O)NCC2CCCO2)n1CCc1ccccc1 (centres undefined),-9.8%,-13.4
COc1ccc(CCNC(=O)Cn2ccc3cc(S(=O)(=O)N4CCCC4)ccc32)cc1OC,?,.
Cc1cc(C(=O)CSc2nncs2)c(C)n1-c1c(C)n(C)n(-c2ccccc2)c1=O,?,.
CCn1cc(C(=O)NCC2CCCO2)c(=O)c2cc(S(=O)(=O)N(C)C)ccc21 (centres undefined),-2.6%,-8.6
COCc1cc(C)nc(OCC(=O)N/N=C/c2ccc(O)cc2)c1C#N,?,.
NC(=O)c1ccc(N2CCN(c3ncc(C(F)(F)F)cc3Cl)CC2)cc1,-5.3%,-13.6
COc1ccc(-c2nnc(Sc3nc4ccccc4o3)c3ccccc23)cc1,-14.0%,14.1
O=C(c1cn(-c2ccccc2)nc1-c1ccccc1)N1CCOCC1,?,.
Cc1noc(C)c1S(=O)(=O)N1CCCC(C(=O)NCCC2=CCCCC2)C1 (centres undefined),-0.6%,3.0
C[C@H](CO)NC(=O)[C@@H]1C[C@H]1[C@@H](NP(=O)(c1ccccc1)c1ccccc1)c1ccccc1,-1.0%,12.5
CC1CCc2c(C(=O)NCc3ccco3)csc2C1 (centres undefined),11.4%,6.2
O=C(C1CC(=O)N(c2ccc(Br)cc2)C1)N1CCCC1 (centres undefined),?,.
Cn1ccsc1=NC(=O)c1cc(S(=O)(=O)N2CCOCC2)ccc1F,?,.
Fc1cccc(F)c1-n1c(CN2CCCCC2)csc1=S,?,.
Nc1nnc(SCC(=O)OCC(=O)Nc2ccccc2)s1,-0.5%,-7.2
C=CCN1C=C2C(=O)C(C)(OC(=O)C3CCCC3)C(=O)C=C2C=C1c1ccsc1 (centres undefined),1.7%,1.2
O=C(COC(=O)/C=C/c1ccc(OC(F)F)cc1)Nc1ccc(N2CCOCC2)cc1,17.9%,.
COc1ccc2sc(C)nc2c1NC(C)=O,?,.
COCCN1Cc2cccc(C(=O)Nc3c(C)cc(C)cc3C)c2C1=O,?,.
CC(=O)/C(C[N+]1(C)CCCCC1)=N\O,?,.
O=C(Nc1ccccc1)N(C1=NCCCCS1)c1ccccc1,?,.
N#C/C(=C/c1ccc(Br)s1)C(=O)NCCc1c[nH]c2ccccc12,?,.
COc1ccc(NC(=O)c2ccc3c(=O)n(-c4ccc(OC)cc4OC)c(=S)[nH]c3c2)cc1,?,.
Cc1ccc(-c2n[nH]c(=O)c3ccccc23)cc1S(=O)(=O)N(C)CCO,?,.
COc1ccc2c(c1)N(C(=O)CSc1n[nH]c(C)n1)C(C)(C)C=C2C,i,5.4
COc1ccc(/C=C(\C#N)C(=O)NCc2ccccc2)cc1O,?,.
C=CCNC(=O)C1CC(c2cccc(OC)c2)=NO1 (centres undefined),7.5%,1.9
COc1cc(NC(=O)CSc2c3c(nc4ccccc24)CCC3)cc(OC)c1OC,12.1%,8.3
COC(C[C@H](O)C[C@H](O)COCc1ccccc1)OC,-0.6%,14.2
O=C(c1cccnc1)N1CCC(c2nc3ccccc3[nH]2)CC1,?,.
CSc1nc2c(c(=O)[nH]1)C(c1cccc(Br)c1)CC(=O)N2 (centres undefined),?,.
COc1ccccc1NC(=O)C(C)NS(=O)(=O)c1ccccc1 (centres undefined),?,.
CCc1cccc(NC(=O)Nc2cccs2)c1,?,.
CC(C)(C)c1cc(Br)c(O)c(N=Nc2ccc(S(=O)(=O)N3CCOCC3)cc2)c1,?,.
CC(C)(C)NC(=O)COC(=O)/C=C/c1ccc(F)cc1,?,.
COc1cc(OC)cc(C(=O)N2CCC(N3CCN(c4ccccc4OC)CC3)CC2)c1,?,.
COc1cccc(NC(=O)CSc2nc3n[nH]c(C)c3c(=N)n2-c2cccc(OC)c2)c1,i,-22.8
O=C(Cc1ccc(Cl)cc1)NNC1CC(=O)N(c2ccc3ccccc3c2)C1=O (centres undefined),13.4%,9.9
CCCN1C(=O)S/C(=C\c2ccc(N3CCOCC3)cc2C)C1=O,-5.3%,-13.4
CCOc1ccc(CC(=O)NNC(=S)NC)cc1Br,11.2%,21.3
CCCCn1c(N)c(N(CCOC)C(=O)CSc2nnc(-c3ccc(F)cc3)n2N)c(=O)[nH]c1=O,19.1%,0.2
CCCC(C)NC(=O)Cc1ccccc1 (centres undefined),2.0%,3.6
CCOC(=O)C1=C(C)N=C2SC(C)C(=O)N2C1c1ccc(OC(C)=O)c(OC)c1 (centres undefined),?,.
COC(=O)c1cc(S(=O)(=O)Nc2c(C)cccc2C)cn1C,?,.
COc1ccc2c3n(nc2c1)CCN=C3c1ccc(Cl)cc1,18.2%,28.7
CN(C)c1ccc(/C=N/n2c(COc3ccccc3)n[nH]c2=S)cc1,?,.
CN(C)C(CNC(=O)c1ccc(S(=O)(=O)Nc2ccccc2)cc1)c1ccco1 (centres undefined),13.0%,14.1
CCCCc1cc(=O)oc2cc(OCC(=O)N3CCOCC3)ccc12,?,.
COc1ccccc1NS(=O)(=O)c1ccc(C(=O)NCc2ccncc2)cc1,?,.

(more compounds)
structure,S3 lipid droplet,S3 lipid droplet cell count max
COc1ccc(Cn2c(=O)c3[nH]cnc3n(-c3ccccc3C)c2=O)cc1,19.1%,0.4
CCC(CC)c1nnc(NC(=O)c2cccc(S(=O)(=O)N3CCc4ccccc43)c2)s1,6.7%,-0.4
CC(NC(=O)Cn1ccsc1=N)C12CC3CC(CC(C3)C1)C2 (centres undefined),?,.
O=C(C(=O)N1CCN(c2ccc(F)cc2)CC1)c1c[nH]c2ccccc12,2.1%,-7.5
Cc1ccc(/C=C2/C(=N)N3N=C(CC(=O)N4CCCC4)SC3=NC2=O)o1,18.0%,.
CN(C(=O)C(Cl)Cl)c1ccc(OC(=O)c2ccco2)cc1,?,.
CCN1CCN(c2nnc(-c3ccc(C)cc3)c3ccccc23)CC1,-5.2%,-18.0
Fc1ccc(CSc2ncnc3ccccc23)cc1,?,.
O=c1/c(=C/c2cccc3ccccc23)sc2ncnn12,5.3%,.
O=[N+]([O-])c1cc(S(=O)(=O)N2CCOCC2)ccc1N1CCCC1,?,.
CCC(C)(C(=O)NC1CCCC1)N(C(=O)c1cnccn1)c1c(C)n(C)n(-c2ccccc2)c1=O (centres undefined),i,.
C/C(=N\NC(=O)c1ccccc1C)c1cccnc1,?,.
Cc1cc(C(F)(F)F)n2[nH]c(=O)c(N=Nc3ccccc3)c2n1,-4.0%,13.1
O=C(c1ccco1)N1CCN(C(c2ccccc2F)c2nnnn2Cc2cccs2)CC1 (centres undefined),i,-1.3
Cc1ccc(NC(=S)N2CCC(c3nc4ccccc4s3)CC2)cc1,i,.
Cc1cc(C(=O)CSc2nc3ccccc3c(=O)[nH]2)c(C)n1C,i,-28.7
CC(=O)NC(C)c1nc2ccccc2n1CC(=O)N1C(C)CCCC1C (centres undefined),?,.
O=c1c2ccccc2nc(SCc2cccc(F)c2)n1-c1cccc(S(=O)(=O)N2CCCC2)c1,?,.
O=[N+]([O-])c1cccc(-c2nnc3c4ccccc4c4ccccc4n23)c1,?,.
C/C(=N\Nc1ccc2nncn2n1)c1cccs1,0.3%,6.0

Sorted by molar mass (low to high): some entries from above.
structure,S3 lipid droplet,S3 lipid droplet cell count max
Cc1cc(C(=O)CSc2nc3ccccc3c(=O)[nH]2)c(C)n1C,i,-28.7
CCN(CC)c1ccc(/C=N/NC(=O)CN2CCCc3ccccc32)cc1,18.0%,2.6
NC(=O)c1ccc(N2CCN(c3ncc(C(F)(F)F)cc3Cl)CC2)cc1,-5.3%,-13.6

Remaining list, next part:
structure,S3 lipid droplet,S3 lipid droplet cell count max
CC1CC(N(C(=O)C2CC2)c2ccccc2)c2ccccc2N1C(=O)C1CC1 (centres undefined),?,.
COc1ccc(N=C2NC(=O)/C(=C\C=C\c3ccco3)S2)cc1,?,.
O=C(NCC(c1ccco1)N1CCCC1)c1sc2ccccc2c1Cl (centres undefined),?,.
CC1CCN(C(=O)c2cc(Cl)nc3ccccc23)CC1,13.5%,-4.4
CCCCC(=O)Nc1ccc(NC(=O)c2ccc([N+](=O)[O-])cc2)cc1OC,?,.
CCCCn1c(=O)[nH]c(=O)c2c1nc(-c1ccc(OCCC)c(OCC)c1)n2CCOC,i,.
CC(=O)NCCn1c(SCC(=O)OCc2ccccc2)nc2ccccc2c1=O,-23.3%,-20.0
COc1ccc(-c2cc(NCc3ccccn3)n3ncnc3n2)cc1,16.2%,-18.2
CC(C)Cc1nc2oc3c(N4CCN(C)CC4)ncnc3c2c2c1CCCC2,6.4%,-0.8
O=C(COC(=O)CNC(=O)c1ccccc1)NCCNC(=O)COC(=O)CNC(=O)c1ccccc1,?,.
COc1ccc(CCC2(C)NC(=O)N(C(C)C(=O)N3c4ccccc4CC3C)C2=O)cc1 (centres undefined),-21.3%,-7.9
CCOc1ccc2nc(SCC(=O)N(C)C)[nH]c2c1,-8.6%,-4.1
CCN(CC(=O)Nc1ccc(NC(C)=O)cc1)C(=O)c1ccc2c(c1)OCO2,?,.
Cc1csc2nnc(N)n12,?,.
Cc1cccc(NC(=O)COc2ccccc2)c1,?,.
CCCCC(=O)NC(=S)Nc1cc([N+](=O)[O-])ccc1OC,?,.
CC(C)(C)Oc1ncc(Br)c(OC(C)(C)C)n1,?,.
O=S(=O)(Nc1ccncc1Cl)c1ccccc1,4.1%,0.3
COCCNC(=O)/C(=C/c1ccccc1Cl)c1ccccc1,?,.
C[C@@H]1O[C@@H](O[C@@H]2C(=O)c3c(O)cc(O)cc3O[C@H]2c2ccc(O)c(O)c2)[C@H](O)[C@H](O)[C@H]1O,?,.

Single records (already shown). Order of values: S3 lipid droplet | S3 lipid droplet cell count max
`C[C@@H]1O[C@@H](O[C@@H]2C(=O)c3c(O)cc(O)cc3O[C@H]2c2ccc(O)c(O)c2)[C@H](O)[C@H](O)[C@H]1O` is listed as ? | .
`O=S(=O)(Nc1ccncc1Cl)c1ccccc1` is listed as 4.1% | 0.3

Continuation:
structure,S3 lipid droplet,S3 lipid droplet cell count max
COc1ccc2nc(N=Nc3ccc(O)c4ccccc34)sc2c1,?,.
Cc1ccc(/C=N/NC(=O)Cn2nnc(N)n2)o1,16.1%,5.8
COc1ccc(NC(C)=O)cc1NC(=O)c1ccc(C#N)cc1,-2.3%,-1.7
COc1ccccc1CCNC(=O)C(=O)NCC1OCCN1S(=O)(=O)c1cccs1 (centres undefined),?,.
COc1ccc(OC)c(-n2c(-c3cccc(O)c3)n[nH]c2=S)c1,i,.
COc1ccc(OC)c(NC(=O)CN(C)CC(=O)Nc2ccccc2Br)c1,?,.
Cc1ccc(S(=O)(=O)Nc2nc3ccccc3nc2NCc2ccc3c(c2)OCO3)cc1C,1.2%,-0.7
CCN(CC(=O)Nc1c(F)cccc1F)C(=O)CCNC(=O)c1ccc([N+](=O)[O-])cc1,16.1%,12.1
COc1ccc(NC(=O)c2nc[nH]c2C(=O)N2CCC(C)CC2)cc1,-0.3%,-7.6
CCCOc1ccc(CSC(=N)N)cc1C(=O)OC,-0.4%,17.4
CCC(C(=O)Nc1ccc2c(c1)OCCO2)c1ccccc1 (centres undefined),-1.4%,.
CC(C)(C)c1ccc(C(=O)NCCC(=O)NCc2cccs2)cc1,?,.
O=C(CN1C(=O)c2ccccc2C1=O)Nc1ccc(S(=O)(=O)N2CCOCC2)cc1,-6.5%,12.8
COCC(=O)Nc1nc(-c2ccc(C)cc2)c(C)s1,?,.
COc1ccc(NC(=O)Cn2cnc3c(nnn3-c3ccc(C)cc3)c2=O)cc1,-12.6%[9.22 µM],-12.8
O=C(Cc1c(F)cccc1Cl)NCC(=O)OCc1ccccc1,?,.
Cc1cc(C(=O)N2CCc3c([nH]c4ccccc34)C2c2c(F)cccc2Cl)no1 (centres undefined),-1.9%,4.9
CSc1ccc(CN(C)CC(=O)Nc2ccccc2Br)cc1,-17.4%,-8.6

A portion of the library, so the mix of outcomes need not match the whole.
